Screening data as filed in PubChem.
ERK EGF block: EGF-driven ERK pathway inhibition | HEK293-V1b, EGF-stimulated phospho-ERK AlphaScreen | 0.41% of 130,000 active | Potency, µM (top dose mostly 11.5 µM), for inactives: at the highest dose activity change, negative = inhibition, usual class: inhibitors; active means well fitted inhibition curve with a large enough effect; inconclusive means small, poorly fitted or top-dose-only effect, or effect the other way;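 further: plate controls were stimulated vehicle wells for no effect and unstimulated vehicle basal for full effect; nearly all actives have a fitted effect of over 55% in size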
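Stably V1b-transfected HEK293 cells; 30 min compound, then EGF 25 nM final for 5 min at 37C; 10 min lysis; phospho-ERK by AlphaScreen after 5 hr beads at room temperature.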
* hit, by the source's call; ? = inconclusive; & = joins results of further samples; [ ] = remark or other dose. Potency means the concentration at half of the fitted maximal effect.

A first look (5 entries):
SMILES	ERK EGF block
CC(C)(C)CN1C(=O)C(=O)NC[C@@H]1Cc1ccc(O)cc1	-3%[57.5 µM]
O=C(O)c1cc([N+](=O)[O-])c(NCc2cccnc2)c([N+](=O)[O-])c1	8%
O=C(COC(=O)c1ccc(O)cc1)NCCC1=CCCCC1	-3%
CCC(=O)c1ccccc1OCC(=O)Nc1c(C)cccc1C	2%
NS(=O)(=O)c1ccc(CCNC(=O)CSc2nc3ccccc3c(=O)n2CCC(=O)N2CCCCC2)cc1	-4%

The whole of this part (from the top)
SMILES	ERK EGF block
CC(C)(C)CN1C(=O)C(=O)NC[C@@H]1Cc1ccc(O)cc1	-3%[57.5 µM]
O=C(O)c1cc([N+](=O)[O-])c(NCc2cccnc2)c([N+](=O)[O-])c1	8%
O=C(COC(=O)c1ccc(O)cc1)NCCC1=CCCCC1	-3%
CCC(=O)c1ccccc1OCC(=O)Nc1c(C)cccc1C	2%
NS(=O)(=O)c1ccc(CCNC(=O)CSc2nc3ccccc3c(=O)n2CCC(=O)N2CCCCC2)cc1	-4%
COc1cccc(-c2nn(-c3ccccc3)cc2CN(C)C(C)c2ccon2)c1 (stereo not drawn)	-22%
NNC(=O)CCc1nc2ccccc2[nH]1	-1%
O=C1CC(c2cccnc2)c2cc3c(cc2N1)OCO3 (stereo not drawn)	3%
CCC1(Cc2ccccc2)NC(=O)c2ccccc2O1 (stereo not drawn)	-7%
COc1cc(S(=O)(=O)N(C)C2CCCCC2)c(C)cc1C	5%
Cn1ncc(Br)c1C(=O)N1CCOCC1	12%
COc1ccc2nc3cccc(OC)c3nc2c1	7%
COc1ccc(NC(=S)Nc2ccc(OC)cc2OC)c(OC)c1	6%
O=[N+]([O-])c1cccc(-c2nc(NCc3ccccc3)c3ccccc3n2)c1	-2%
CSc1ncccc1C(=O)OCc1ccccc1Cl	7%
O=C(O)c1ccc(/C=N/Nc2nc(N3CCCCC3)nc(N3CCCCC3)n2)cc1	-6%[57.5 µM]
CN1CCN(/N=C/c2ccc(-c3ccc([N+](=O)[O-])cc3)o2)CC1	-5%
Cc1onc(-c2ccccc2)c1C(=O)N/N=C/c1ccc([N+](=O)[O-])s1	-6%
Cc1cc(C)cc(N(CC(=O)Nc2ccccc2)C2=NC3CS(=O)(=O)CC3S2)c1 (stereo not drawn)	4%
O=C(CSc1nnc(NC2CCCCC2)s1)NCc1ccco1	2%
CCOC(=O)Cc1nc(-c2ccc(Cl)cc2)n[nH]1	0%
Cc1[nH]cnc1CSCc1ccc(F)cc1	-10%
N#CCn1cc(/C=N/NC(=O)c2cc3c(ccc4ccccc43)o2)c2ccccc21	1%[57.5 µM]
CCOC1OC(=O)C(Cl)=C1Nc1ccccc1C (stereo not drawn)	?
COc1ccc2nc(SCC(=O)Nc3ccccc3)[nH]c2c1	23%
Cc1cc(C(F)F)nn1CC(=O)Nc1cc([N+](=O)[O-])ccc1F	-8%
COc1ccc(OC)c(-n2c(=S)[nH]c3c(sc(=S)n3-c3ccccc3C)c2=O)c1	2%
Cc1ccccc1-n1c(SCC(=O)Nc2ccccc2)nc2nc3c(cc2c1=O)CCCC3	1%
c1ccc(-c2cn3c(n2)SCC3)cc1	3%
COC(=O)C(NC(=O)COc1ccccc1)(Nc1nc2c(s1)CCCC2)C(F)(F)F (stereo not drawn)	-6%
COC(=O)c1ccc(CSC2=NCCS2)cc1	3%
CS(=O)(=O)c1ccc(C2=C(c3ccccc3)C(=O)OC2)cc1	5%
O=C1S/C(=C\c2ccc(O)c([N+](=O)[O-])c2)C(=O)N1Cc1cccc([N+](=O)[O-])c1	?
O=C(Nc1ccc2c(c1)OCCO2)c1ccc2ccccc2n1	3%
Cc1c(N=Cc2ccc(O)c(Br)c2)cccc1[N+](=O)[O-]	-5%
COc1ccc(NC(=S)c2ccc(N(C)C)cc2)cc1	-4%
CS(=O)(=O)N1CCCC(C(=O)Nc2ccc(Br)cc2F)C1 (stereo not drawn)	-2%
O=C(c1cccs1)N(c1ccc(F)cc1)C1C=CS(=O)(=O)C1 (stereo not drawn)	-12%
CCN(CC)CCCC(C)NC(=O)c1cccc(S(=O)(=O)N2CCc3ccccc32)c1 (stereo not drawn)	3%
COC(=O)c1cc(C(=O)OC)cc(-n2c(C)cc(C(=O)COC(=O)CNS(=O)(=O)c3ccc(C)cc3)c2C)c1	-3%
O=C(COc1ccc([N+](=O)[O-])cc1)NNC(=O)c1cccs1	-8%
C=CCn1c(=O)c2ccccc2n2c(SC(C)C(=O)Nc3nc(-c4ccccc4)cs3)nnc12 (stereo not drawn)	9%
Cc1cccc(NCc2ccc(O)c3ncccc23)c1	-2%
CCOc1cccc(-c2nc(C(N)=O)c3[nH]c(=O)n(-c4cccc(Cl)c4)c3n2)c1O	0%
Cc1ccc(-c2cn3cccnc3n2)cc1	20%
C/C(=N\NC(=O)C(=O)N/N=C(\C)c1cccc(O)c1)c1cccc(O)c1	-1%
COC(=O)[C@@H]1[C@H]2C[C@H]3c4[nH]c5ccccc5c4CCN3C[C@@H]2CC[C@@H]1O	-18%
CCNC(=O)OCc1cn(-c2ccc(Cl)cc2)nn1	-2%
CN1C(C(=O)NCCc2cccs2)CC2Cn3c(nc4ccccc43)C21 (stereo not drawn)	-17%[57.5 µM]
Cn1nnc2cc(C(=O)Nc3ccc4ccccc4c3)ccc21	-7%

The last 2 entries of the section before lead into the next.
SMILES	ERK EGF block
CN1C(C(=O)NCCc2cccs2)CC2Cn3c(nc4ccccc43)C21 (stereo not drawn)	-17%[57.5 µM]
Cn1nnc2cc(C(=O)Nc3ccc4ccccc4c3)ccc21	-7%
CC(NC(=O)/C(C#N)=C/c1ccc(Cl)c([N+](=O)[O-])c1)c1ccccc1 (stereo not drawn)	14%
O=C(COC(=O)/C=C/c1ccccc1[N+](=O)[O-])NCC1CCCO1 (stereo not drawn)	-8%
O=C(CC1C(=O)NCCN1C(=O)Nc1ccc(F)cc1F)Nc1cc(Cl)ccc1Cl (stereo not drawn)	4%[57.5 µM]
COC(=O)c1ccc(CN2C(=O)NC3(CCCCC3)C2=O)cc1	-21%
NC1=NC[C@@H](Cc2ccc(O)cc2)N1CCCCC1CCCCC1	-1%[57.5 µM]
Cc1cc(O)cc(=O)o1	-5%
Cc1ccc(N=Cc2cc3c(cc2O)OC(N)=C(C#N)C3c2ccccc2)cc1 (stereo not drawn)	-7%
Cc1ccc(S(=O)(=O)NCC(=O)N/N=C/c2ccc(Cl)cc2Cl)cc1	?
OCCN1CCN(CC/C=C2/c3ccccc3Sc3ccc(C(F)(F)F)cc32)CC1	9%
CCCCn1c(=O)[nH]c2nc3cc(NC(C)=O)ccc3nc2c1=O	1%[57.5 µM]
Cc1ccc(C)c(NC(=O)/C(C#N)=C/c2cn(CC(=O)NCc3ccco3)c3ccccc23)c1	-9%
NC(=O)SCC(=O)Nc1ccccc1C(=O)O	-9%[57.5 µM]
Cc1nc(C(=O)NNC(=O)c2ccc(Cl)cc2)c(C(F)(F)F)o1	-14%[57.5 µM]
O=C(CSc1nnc2c(n1)[nH]c1ccc(F)cc12)N1CCOCC1	3%
Nc1ccc2nc(SCC(=O)N3CCOCC3)sc2c1	2%
Cc1cc(C)nc(NCCO)n1	?
COc1c2c(cc3c1C(CC(O)C(C)C)N(C)CC3)OCO2 (stereo not drawn)	-9%
CC(=O)Nc1ccc(Nc2nc(Cl)nc(Nc3ccc(NC(C)=O)cc3)n2)cc1	12%
COc1ccc(-c2noc(CN(C)C(=O)Nc3ccccc3)n2)cc1	-19%
FC(F)c1nnc2c(Cl)cc(C(F)(F)F)cn12	-2%
O=C(O)/C=C/C(=O)Nc1ccccc1SC(F)(F)F	-3%
COc1ccc(OC)c(NC(=O)CSc2nnc(Cn3c(=O)sc4ccccc43)n2C)c1	2%
Cc1cccc(N/N=C2/COC(C)(C)CC2=O)c1	3%
Cc1ccc(NC(=O)Nc2ccc(F)cc2)cc1Cl	-24%
N#CC1(C#N)C(C(=O)C23CC4CC(CC(C4)C2)C3)C12CCOCC2 (stereo not drawn)	-10%
COC(=O)[C@@H]1C[C@@]2(O)[C@@H](O)[C@@H](O)[C@@H](O)C[C@H]2N1Cc1cc(OC)cc(OC)c1	-1%
O=C(CNCc1ccc(F)cc1)Nc1ccccc1-c1ccccc1	-3%
O=C(NCCC1=CCCCC1)c1ccc([N+](=O)[O-])cc1	4%
CCNC(=S)N/N=C/c1ccc(-c2ccccc2)o1	16%
COc1ccc(CNC(=O)COC(=O)[C@H](Cc2c[nH]c3ccccc23)NC(=O)c2cccs2)cc1	-1%

Structural class: those above with a CF3 group.
SMILES	ERK EGF block
COC(=O)C(NC(=O)COc1ccccc1)(Nc1nc2c(s1)CCCC2)C(F)(F)F (stereo not drawn)	-6%
OCCN1CCN(CC/C=C2/c3ccccc3Sc3ccc(C(F)(F)F)cc32)CC1	9%
Cc1nc(C(=O)NNC(=O)c2ccc(Cl)cc2)c(C(F)(F)F)o1	-14%[57.5 µM]
FC(F)c1nnc2c(Cl)cc(C(F)(F)F)cn12	-2%
O=C(O)/C=C/C(=O)Nc1ccccc1SC(F)(F)F	-3%

More structures follow:
SMILES	ERK EGF block
COc1cc(C2SCC(=O)N2CCN2CCCCC2)ccc1O (stereo not drawn)	3%
Cc1nc(-c2ccc(S(=O)(=O)Nc3cc(S(=O)(=O)N(C)C)ccc3C)s2)cs1	1%[57.5 µM]
CCOc1ccc(NC(=O)CSc2nc3nc4c(cc3c(=O)n2CC)COC(C)(C)C4)cc1	6%[57.5 µM]
Cc1ccc(C(=O)Nc2ccc(C)c(S(=O)(=O)N(C)C)c2)s1	1%
CCOC(=O)c1c(C)n2c3c(cc(C)cc13)CCC2	?
COc1ccccc1Nc1nc(N)nc(CN2CC(C)CC(C)C2)n1 (stereo not drawn)	12%
CC1=CC(=O)CC2C1(C)CCC(C)C2(C)CCC(C)CC(=O)O (stereo not drawn)	-4%[57.5 µM]
COC(=O)[C@H](C)NC(=O)NCc1ccc(S(N)(=O)=O)cc1	-17%[57.5 µM]
Cc1ccccc1C(=O)Oc1cc(N)n(S(=O)(=O)c2ccccc2)n1	-10%
O=c1[nH]n2cc(-n3cc([N+](=O)[O-])cn3)cnc2c1Br	4%
CC(C)=CCC1=C(OCC(=O)O)C(=O)c2ccccc2C1=O	-5%[57.5 µM]
COc1ccc(-c2nc3nc(SC)nn3cc2C)cc1F	-1%
COc1ccccc1NS(=O)(=O)c1cccc(C(=O)N/N=C/c2c(C)nn(-c3ccccc3)c2N2CCCC2)c1	5%
CCc1ccc2oc(-c3ccc(OC)cc3)cc(=Nc3c(C)n(C)n(-c4ccccc4)c3=O)c2c1	?
CC1CCN(C2(O)C(=O)Nc3ccc(Br)cc32)CC1 (stereo not drawn)	3%
Cc1ccc(S(=O)(=O)N2c3ccccc3-c3c(ssc3=S)C2(C)C)cc1	13µM*
Cc1ccc(S(=O)(=O)n2ccc(-c3ccc(OCc4c(F)cccc4Cl)cc3)n2)cc1	-4%
Cn1c(=O)c2c(nc(Oc3ccc4c(c3)OCO4)n2Cc2ccc(Br)cc2)n(C)c1=O	-2%[57.5 µM]
C=CCSc1nc2c(c(C3CC=CCC3)c1C#N)CCC2 (stereo not drawn)	?
c1ccc(-c2nnc3sc(CN4CCc5ccccc54)cn23)cc1	6%
O=C(c1ccc(-c2ccccc2)c(F)c1)C1CCCN(CCCn2cccn2)C1 (stereo not drawn)	0%[57.5 µM]
Cc1cc(N=Nc2ccc(Cl)cc2)cc(CN2CCCC2)c1O	32µM*
O=C(O)/C=C/C(=O)c1ccc(O)cc1	6%[57.5 µM]
Cc1cc(=O)[nH]c(-c2ccc(Cl)cc2)n1	?
O=Nc1c(O)[nH]c2c(F)cccc12	-10%
Cn1c(SCc2nc(-c3ccccc3)no2)nnc1-c1cccs1	6%
CC/C=C\C/C=C\C/C=C\CCCCCCCC(=O)O	7%&-12%
NC(=O)C1CCN(CC(=O)Nc2cccnc2Cl)CC1	8%[57.5 µM]
CCN(CC)C(=O)C(=O)c1cn(CCOc2ccccc2)c2ccccc12	8%
O=C(C1=C[C@@H](c2ccc(C(F)(F)F)cc2)C[C@@H](OCc2ccc(CO)cc2)O1)N1CCN(Cc2ccc3c(c2)OCO3)CC1	-14%[57.5 µM]
O=C(Nc1nnc(CSCc2ccccc2F)s1)c1cccc([N+](=O)[O-])c1	5%
Cc1c(C(=O)OC/C(O)=C(\C#N)c2nc3ccccc3[nH]2)oc2ccc(Br)cc12	5%[57.5 µM]
Cc1ccc2c(c1)C(=C(C#N)C#N)C(=O)N2CCN1CCCCC1	-17%[57.5 µM]
Cc1cc(C)nc(N2CCCC(C(=O)NNC(=O)c3ccncc3)C2)n1 (stereo not drawn)	-11%[57.5 µM]
Fc1ccc2nc(Nc3nc4c(F)cccc4s3)sc2c1	4%
C/C(=N\NC(=O)c1ccc(CSc2nc(C)cc(C)n2)cc1)c1ccco1	2%
Cc1ccc(C2=NN=C(NC(=O)CSc3nnc4c5ccccc5n(C)c4n3)SC2)cc1	15%
Cc1cc(=O)n(C)c(=O)n1CCCCOc1ccc([N+](=O)[O-])cc1	-5%
O=C(OCC(=O)N1CCN(c2ccccc2)CC1)c1ccc[n+]([O-])c1	-2%
Cc1cc(N=Nc2ccccc2)c(NCC(O)C(O)C(O)CO)cc1C (stereo not drawn)	?

The list is partial; count on the stated rates, not on these rows.
